Assay outcomes as filed in PubChem BioAssay.
Rpn11 inh = inhibitors of human proteasome Rpn11 | O00487 | human 26S proteasome, Ub4-pepOG fluorescence polarization; 20S core pre-blocked with epoxomicin | calls only at 20 µM | 360,000 tested, 0.59% active | AID 588493;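 active means inhibition at 20 µM, scaled to each plate's controls, above about 33%, limit read from the data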
SUMO1-SIM PPI = SUMO1-SIM interaction modulation. P63165. SUMO1 binding to a labelled peptide, TR-FRET, 1 h. inhibition, % at 20 µM. 360,000 tested, 0.33% active. AID 602429; in the data active means inhibition above about 37%
Target sequence (P63165 whole entry, looked up): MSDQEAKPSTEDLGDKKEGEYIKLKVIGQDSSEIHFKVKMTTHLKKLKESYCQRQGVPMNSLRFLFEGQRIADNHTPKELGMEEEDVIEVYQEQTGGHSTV
LMPTP block = LMPTP (human) inhibition; P24666; recombinant LMPTP-A, OMFP fluorogenic substrate, fluorescence intensity; inhibition, % at 20 µM; 360,000 tested, 0.22% active; AID 651560;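 active means compounds that cut the enzyme signal by at least half of the control window in the single-dose screen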;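 further: plate controls were DMSO wells with enzyme plus substrate for no effect and substrate without enzyme for full effect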
Target sequence (P24666 whole entry, looked up): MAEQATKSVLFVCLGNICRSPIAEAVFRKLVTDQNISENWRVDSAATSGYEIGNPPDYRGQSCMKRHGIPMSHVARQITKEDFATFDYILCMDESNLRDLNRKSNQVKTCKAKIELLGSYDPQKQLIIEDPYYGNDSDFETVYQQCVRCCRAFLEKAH
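material = LMPTP-A | quantity = 0.625 nM enzyme | reagent = OMFP substrate, 400 µM final | buffer or medium = Bis-Tris pH 6.0, DTT, detergent | detection = endpoint fluorescence intensity from OMFP dephosphorylation | dosing = single 20 µM dose | read-out basis = % inhibition relative to no-enzyme and uninhibited control wells | control set = no-enzyme and uninhibited controls | timing = 50 min at room temperature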
DNMT1 block = blocks human DNA methyltransferase DNMT1; P26358; DNMT1 molecular beacon, Hinp1I cleavage, fluorescence; inhibition (reported as % activation of signal), % at 10 µM; 360,000 tested, 0.83% active; AID 588458; in the data active means inhibition above about 50%
NadD inh = inhibitors of Staphylococcus aureus NadD. purified NadD enzyme, colorimetric absorbance read-out. inhibition, % at 20 µM. 360,000 tested, 0.78% active; in the data active means inhibition above about 26%; further: some compounds past the cut are filed as inactive
PABP1 MLLE inh = inhibitors of microRNA-mediated deadenylation, human PABP1 MLLE binding; inhibition, % at 20 µM; 360,000 tested, 0.36% active; GST-MLLE / FITC-PAM2 fluorescence polarization; in the data active means inhibition above about 35%, passing the limit was not always enough;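 further: plate controls were DMSO wells with GST-MLLE for no effect and wells lacking GST-MLLE protein for full effect; some results filed as inactive read as strong as hits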
Target sequence (P11940 whole entry, looked up): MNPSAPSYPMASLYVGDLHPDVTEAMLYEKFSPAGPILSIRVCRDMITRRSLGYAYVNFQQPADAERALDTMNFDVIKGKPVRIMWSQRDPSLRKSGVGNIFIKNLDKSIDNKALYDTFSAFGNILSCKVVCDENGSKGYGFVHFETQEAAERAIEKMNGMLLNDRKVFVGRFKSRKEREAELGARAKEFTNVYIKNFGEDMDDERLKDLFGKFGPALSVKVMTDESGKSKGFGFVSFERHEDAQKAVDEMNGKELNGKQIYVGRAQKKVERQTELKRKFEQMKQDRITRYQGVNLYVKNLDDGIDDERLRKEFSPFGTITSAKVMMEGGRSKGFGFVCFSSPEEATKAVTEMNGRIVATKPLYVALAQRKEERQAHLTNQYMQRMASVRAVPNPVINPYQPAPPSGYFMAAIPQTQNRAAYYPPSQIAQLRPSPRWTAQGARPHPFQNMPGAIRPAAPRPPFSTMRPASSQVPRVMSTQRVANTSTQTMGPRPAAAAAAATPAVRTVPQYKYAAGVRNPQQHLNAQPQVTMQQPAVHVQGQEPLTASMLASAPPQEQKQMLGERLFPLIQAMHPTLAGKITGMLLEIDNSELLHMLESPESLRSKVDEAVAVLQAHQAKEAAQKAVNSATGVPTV
TbMetRS inhib = Trypanosoma brucei MetRS inhibition; 360,000 tested, 0.4% active; purified T. brucei MetRS, ATP depletion, Kinase-Glo luminescence; AID 624268; inhibition, % at 11.9 µM;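 active means inhibition above a per-plate cutoff of the control wells' mean inhibition plus 3 SD, cut at about 5.5% in these data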;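 further: 0% = DMSO wells median and 100% = median of wells with control inhibitor compound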
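Dosing: 11.9 µM compound single dose, 0.9% DMSO; Assay system: purified T. brucei MetRS enzyme; Measured by: Kinase-Glo luciferase luminescence reporting remaining unconsumed ATP; Schedule: 15 min plus 2 h at 25 °C.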
CSN deneddyl inh = CSN deneddylation inhibition; Q92905; AID 651999; 360,000 tested, 0.38% active; Purified CSN, SCF-Nedd8-OG deneddylation, fluorescence polarization; inhibition, % at 12.5 µM;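 active means pattern-corrected inhibition above about 35%, with an unprinted fluorescence ratio check between 0.5 and 1.5, limit read from the data, passing the limit was not always enough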;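 further: 0% = enzyme with substrate and 100% = substrate without enzyme; some results filed as inactive read as strong as hits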
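Material: human Csn5 produced in HEK293T cells; Input: enzyme 0.24 nM; Reagent: SCFSkp2-Nedd8OG substrate at 10 nM final; Dosing: 12.5 µM compound; Incubation: 90 min reaction at room temperature; Detection: fluorescence polarization of the substrate; Evaluation: % inhibition of substrate cleavage by Csn5; Control set: substrate-only high control, full reaction low control.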
STEP block = blocks human striatal-enriched tyrosine phosphatase | recombinant STEP, OMFP fluorogenic substrate, fluorescence | inhibition, % at 20 µM | 360,000 tested, 0.25% active;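 active means inhibition at 20 µM, scaled per plate between control wells, above about 37%, limit read from the data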;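 further: 0% = DMSO with enzyme and substrate and 100% = substrate only without enzyme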
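Material: STEP (striatal-enriched tyrosine phosphatase) enzyme, cell-free; Compound dosing: 20 µM single dose in 1% DMSO; Technique: fluorescence read at 480 nm ex / 540 nm em; Times: reaction 20 min, ambient temperature; Medium: 50 mM Bis-Tris pH 6.0 with 2.5 mM DTT and 0.005% Tween 20; Also added: OMFP at 25 µM.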
Scp-1 inhibitor = inhibitors of human Scp-1 phosphatase. inhibition, % at 20 µM. 340,000 tested, 0.88% active. Recombinant Scp1, phosphopeptide, malachite green phosphate absorbance;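 active means inhibition above about 50% at 20 µM, limit read from the data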;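 further: plate controls were DMSO wells with enzyme for no effect and wells lacking enzyme for full effect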
Target sequence (Q9GZU7 76-261 limits assumed): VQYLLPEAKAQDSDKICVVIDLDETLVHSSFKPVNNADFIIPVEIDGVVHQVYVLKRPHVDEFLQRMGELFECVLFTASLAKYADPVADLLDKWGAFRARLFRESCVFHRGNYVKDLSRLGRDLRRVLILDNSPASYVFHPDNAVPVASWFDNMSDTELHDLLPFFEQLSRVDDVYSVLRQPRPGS
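assay system = SCP-1 phosphatase catalytic domain, residues 76-261 | buffer or medium = 50 mM Tris acetate pH 5.5, 0.005% Tween-20, 10 mM MgCl2 | incubation = enzyme reaction 45 min at room temperature, colour 5 min, stabilisation 30 min | signal = Phosphate-binding colour reagent, absorbance read at 630 nm | measure = % inhibition at 20 µM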
Starred values were filed as active, the others as inactive; i = inactive; . = no result given. Some of the compounds tested; rates above refer to the full screens.

SMILES	Rpn11 inh	SUMO1-SIM PPI	LMPTP block	DNMT1 block	NadD inh	PABP1 MLLE inh	TbMetRS inhib	CSN deneddyl inh	STEP block	Scp-1 inhibitor
O=[N+]([O-])c1ccc(NCCO)c2ncccc12	i	-22	3.5	0	-3	-1	0.1	1	3	-13
N#CC(C#N)=Cc1ccc(-c2ccccc2F)o1	i	-2	-1.4	-4	0	74	0.3	14	-14	-8
O=c1c2ccccc2nc(CNCc2ccco2)n1-c1ccc(F)cc1	i	-3	-2.4	-6	8	-6	-0.8	7	4	-8
c1ccc(-c2cc(-c3ccccc3)[n+](-c3ccccc3)c(-c3ccccc3)c2)cc1	i	-13	1.1	0	5	1	0.4	-5	1	20
O=C(CCc1ccccc1)N1Cc2cc(-c3cccc(F)c3)ccc2-n2nncc2C1	i	9	2.9	-7	0	12	0.0	-5	2	.
N#CC(C#N)=NNc1ccc(-n2ccc(C(F)(F)F)n2)cc1	i	-14	4.4	-7	-6	3	-0.3	4	-1	-10
COC(=O)C1=C(c2ccc3ccccc3c2)C[C@@H]2CC[C@H]1N2C(=O)NCCNC(C)=O	i	1	-1.3	-1	-1	4	-0.3	-1	-2	-5
COc1cc(OC)cc(C(=O)Nc2ccc(Br)cc2C(=O)c2ccccc2)c1	i	0	0.8	0	-9	1	0.5	-21	3	-18
CC(C)Oc1cc(-n2c(=S)[nH]c3ccccc3c2=O)c(Cl)cc1Cl	i	-2	2.1	7	-1	-9	-1.1	-2	3	-19
CCCC(C)(COC(N)=O)COC(=O)NC(C)C (stereo not given)	i	-2	-0.8	2	-2	12	-1.9	5	-2	-6
CNC(=O)Oc1c(C)[nH]ccc1=O	i	0	-2.9	5	-10	6	-0.2	1	0	.
C#CCOc1cc(C2C3=C(COC3=O)Nc3cc4c(cc32)OCO4)ccc1OC (stereo not given)	i	-20	0.1	-2	-2	-29	-0.8	0	0	-1
CN1C(=O)C(=Cc2cn(CC#N)c3ccccc23)C(=O)N(C)C1=O	i	4	2.0	0	3	-24	-0.4	4	0	-5
CCOc1ccc(C2CC(c3c(O)n(C)c(=O)n(C)c3=O)=NN2)cc1 (stereo not given)	i	6	-1.6	3	4	8	-0.6	1	1	-7
COC(=O)C1=C(c2ccc3ccccc3c2)C[C@@H]2CC[C@H]1N2C(=O)NCC1CC1	i	1	-1.1	3	0	5	0.1	-3	1	-2
COc1cc2c(cc1OC)C13CCN4C=C5CCOC6CC(=O)N2C1C6C5CC43 (stereo not given)	i	3	-0.2	2	4	8	0.1	-1	1	-8
O=C1Nc2ccc(Br)cc2C(c2ccc(Cl)cc2)=NC1O (stereo not given)	i	4	-0.6	-1	-3	3	-1.3	-2	-3	-4
O=c1[nH]c(O)c(N=Nc2ccc(SC(F)F)cc2)c(=O)[nH]1	i	-34	39	2	-4	34	0.7	0	-2	-16
O=C(Cn1c(=O)c(C(F)(F)F)nc2ccccc21)N1CCC2(CC1)OCCO2	i	-16	-3.4	4	-4	0	-1.0	2	-4	20
O=C1NCN(c2ccccc2)C12CCN(C(CCc1ccccc1)c1nnnn1C1CCCCC1)CC2 (stereo not given)	i	4	4.0	-7	15	11	-0.2	4	0	.

Only Rpn11 inh, for some of the entries so far:
SMILES,Rpn11 inh
O=c1[nH]c(O)c(N=Nc2ccc(SC(F)F)cc2)c(=O)[nH]1,i
O=C(Cn1c(=O)c(C(F)(F)F)nc2ccccc21)N1CCC2(CC1)OCCO2,i

The main list resumes, repeating the 2 entries before the break.
SMILES	Rpn11 inh	SUMO1-SIM PPI	LMPTP block	DNMT1 block	NadD inh	PABP1 MLLE inh	TbMetRS inhib	CSN deneddyl inh	STEP block	Scp-1 inhibitor
O=C(Cn1c(=O)c(C(F)(F)F)nc2ccccc21)N1CCC2(CC1)OCCO2	i	-16	-3.4	4	-4	0	-1.0	2	-4	20
O=C1NCN(c2ccccc2)C12CCN(C(CCc1ccccc1)c1nnnn1C1CCCCC1)CC2 (stereo not given)	i	4	4.0	-7	15	11	-0.2	4	0	.
CN1CCc2c(c(N3CCCCC3)nc3n[nH]c(N)c23)C1	i	0	-0.1	-2	-2	9	-0.3	-2	0	0
CCc1ccc(CN2CCN(Cc3cc(Br)ccc3O)CC2)cc1	i	5	2.2	-1	-8	-5	-0.9	-6	2	-7
CCC(c1nnnn1C(C)(C)C)N1CCC2(CC1)C(=O)NCN2c1ccccc1 (stereo not given)	i	-3	0.7	6	-4	-1	0.0	-2	2	.
CC1=CC(=C2C(=O)NC(=S)NC2=O)C=C(C(F)(F)F)N1C	i	4	-0.3	10	-1	-21	-2.9	0	2	39
COc1ccccc1CCNCc1cccc(C(F)(F)F)c1	i	3	-1.0	4	1	4	0.7	1	-3	-1
N#C/C(=C\c1ccc(O)cc1)C(=O)O (tested in a mixture with another compound)	i	-7	-0.4	3	1	11	-0.8	0	2	-1
O=C1CN=C(c2ccc(F)cc2)c2oc3ccccc3c2N1	i	-9	0.5	-7	-6	0	-0.5	5	-3	-1
CC(C)N1CCN(Cc2cccc3c2OCO3)CC1CCO (stereo not given)	i	2	0.0	1	-2	5	-0.3	6	-3	-6
COc1ccc2c(c1OC)C(=O)OC2C1c2cc3c(cc2CCN1C)OCO3 (stereo not given)	i	2	-1.9	-4	2	12	-0.6	3	2	-6
O=c1[nH]c2ccccc2n1C1CCN(C(c2ccccc2OC(F)(F)F)c2nnnn2Cc2ccccc2)CC1 (stereo not given)	i	8	6.0	-17	10	5	-0.2	0	0	.
Clc1cccc(N2CCNCC2)n1	i	4	-0.7	-3	5	8	-0.7	-1	-4	-5
O=C1NCN(c2ccccc2)C12CCN(C(c1ccccc1OC(F)(F)F)c1nnnn1Cc1ccccc1)CC2 (stereo not given)	i	4	4.0	-33	10	-9	-0.5	-5	1	.
CC(=O)OC1(c2ccccc2)CC(C(C)(C)C)CN(C(C)(C)C)C1 (stereo not given)	i	2	-1.7	-3	-5	-5	0.2	-10	2	-3
Cc1ccc(NP(=O)(Oc2ccccc2F)Oc2ccccc2F)cc1	i	1	5.6	-14	-1	8	-0.8	1	-1	-11
O=C(CN1CCCCC1)c1ccccc1Cl	i	4	-1.9	5	-1	12	0.3	2	-1	-4
COC(=O)C1=C(c2cccc(Cl)c2)C[C@@H]2CC[C@H]1N2C(=O)N1CCCC1	i	-2	-1.2	3	-3	11	-0.4	2	0	-6
O=[N+]([O-])c1cc(F)c(N2CCCCCC2)cc1N1CCNCC1	i	-38	2.8	-3	-1	11	-0.5	-5	2	13
COc1ccc(N2C(=O)/C(=C/c3cc(C)n(-c4ccc(C)cn4)c3C)C(=O)NC2=S)c(OC)c1	i	9	-0.3	3	3	-5	0.2	7	-2	-9
Cc1ccc(C2N(c3cc(C)on3)C(=O)C3CCCN32)cc1 (stereo not given)	i	-2	-1.6	1	4	-10	-1.0	0	4	-3
O=c1[nH]c(=S)[nH]c(O)c1N=Nc1cc(S(=O)(=O)Nc2ccc(Cl)cc2)ccc1Cl	i	1	2.0	-1	26	25	-0.4	-6	4	-6

Filtered by structure, the compounds so far containing a nitro group on carbon (2)
SMILES	Rpn11 inh	SUMO1-SIM PPI	LMPTP block	DNMT1 block	NadD inh	PABP1 MLLE inh	TbMetRS inhib	CSN deneddyl inh	STEP block	Scp-1 inhibitor
O=[N+]([O-])c1ccc(NCCO)c2ncccc12	i	-22	3.5	0	-3	-1	0.1	1	3	-13
O=[N+]([O-])c1cc(F)c(N2CCCCCC2)cc1N1CCNCC1	i	-38	2.8	-3	-1	11	-0.5	-5	2	13

The list continues:
SMILES	Rpn11 inh	SUMO1-SIM PPI	LMPTP block	DNMT1 block	NadD inh	PABP1 MLLE inh	TbMetRS inhib	CSN deneddyl inh	STEP block	Scp-1 inhibitor
CNC(=O)ON(C(=O)NC)C1N(C)C(=S)SC1(C)C (stereo not given)	i	-2	0.9	2	-3	3	0.3	-1	1	-3
CC(=O)O[C@H]1CCC2C3CC[C@H]4[C@@H](O)[C@H](O)CC[C@]4(C)C3CC[C@@]21C (stereo not given in full)	i	1	0.6	2	-1	-19	-0.2	-5	1	-4
CCC(=O)OC1(c2ccccc2)CCN(C)CC1C (stereo not given)	i	-2	0.7	2	-5	10	-0.2	-5	1	-9
CCOc1cccc(=NC2CCCCC2)c2c(C)[nH]c(C)c12	i	-65	5.3	8	-1	-7	-0.5	0	4	7
c1cc2c(cc1N1CCCCC1)C1CC2CCN1 (stereo not given)	i	0	-1.3	1	4	-6	-0.2	0	0	4
CC1CN=C(NCCc2ccccc2)S1 (stereo not given)	i	3	-0.1	0	-4	-27	-0.4	-4	1	-5
Cc1ccc(-n2c(CNCc3ccc(F)cc3)nc3ccccc3c2=O)cc1	i	0	1.4	-5	1	9	-0.4	7	3	1
O=C(NC(=C(Cl)Cl)P(=O)(c1ccccc1)c1ccccc1)c1ccccc1	i	20	-0.3	4	-3	12	-1.2	-4	0	-7
CC(C)c1c(CN(C)C(C)Cc2ccccc2)n(C)n(-c2ccccc2)c1=O (stereo not given)	i	2	0.5	1	0	0	-0.7	0	0	-3
CCC(=NCCCn1ccnc1)c1c(O)n(-c2ccccc2)c(=O)[nH]c1=O	i	2	-6.8	0	-1	10	-0.4	5	-3	-13
Cc1c(C=O)c2ccccc2n1Cc1ccc([N+](=O)[O-])cc1	i	-18	-1.2	0	0	7	-0.1	-12	2	4
COc1ccc(CN2CCN(c3ccccc3)CC2)c(C)c1C	i	-1	0.0	12	0	7	-0.3	6	0	0
CC1CC(C)CC(C)C(O)C(C#N)=CC=CCC(C2CCCC2C(=O)O)OC(=O)CC(O)C(C)C1 (stereo not given)	i	3	-1.6	2	4	5	-0.3	-4	-2	2
CC1CCCN1CCC(C(N)=O)(c1ccccc1)c1ccccc1 (stereo not given)	i	-5	-0.2	0	-2	2	-0.2	0	2	-2
CCOc1ccccc1CN1C2CCC1CC(c1ccc(C)cc1)C2 (stereo not given)	i	2	-1.1	2	-4	2	-0.5	-5	2	4
CCCCn1c(O)c(C(C)=NCc2ccco2)c(=O)[nH]c1=O	i	4	1.7	2	-2	2	0.2	-1	1	-11
COc1ccc(C(=O)C2CCCN(Cc3ccc(C)s3)C2)c(OC)c1 (stereo not given)	i	-3	-1.0	-1	-4	0	0.4	1	3	-1
Cc1ccc(C(O)P(=O)(Oc2ccccc2)Oc2ccccc2)cc1 (stereo not given)	i	2	-0.3	1	0	-7	-0.2	-1	2	-9
